# human PMI inhibitors = human PMI inhibitors, high substrate, primary screen, biochemical, fluorescence intensity, high mannose 6-phosphate (AID 1220) | 0.66% of 190,000 active | Mannose-6-phosphate isomerase (Homo sapiens) | inhibition, % at 20 µM, or IC50 in µM where a hit was titrated | recombinant PMI enzyme, coupled fluorescence intensity; higher % means a stronger effect
# human PMI inhibition = inhibitors of human PMI, primary screen, biochemical, fluorescence intensity, coupled assay (AID 1209); purified PMI enzyme, coupled fluorescence intensity; higher % means a stronger effect; Mannose-6-phosphate isomerase (Homo sapiens); 0.42% of 190,000 active; inhibition, % at 20 µM; hits with a dose series show IC50 in µM;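 further: plate controls were DMSO vehicle for no effect and wells lacking substrate for full effect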
# UTI89 phage lysis = inhibition of K1F phage lysis, E. coli UTI89, bacterial capsule biogenesis inhibitors, alamar blue (AID 488966); E. coli UTI89 K1F phage lysis, alamar blue, 2 h; higher % means a stronger effect; inhibition, % at 100 µM, or IC50 in µM where a hit was titrated; 0.02% of 340,000 active;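 active means phage lysis inhibition, versus mean bacterial control, above a set limit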;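 further: capsule biogenesis inhibitors block K1F phage lysis so surviving cells raise fluorescence; higher fluorescence means more inhibition of phage lysis; actives were called in the ten point dose series up to 300 µM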
# XIAP antagonists = XIAP antagonists, biochemical, IAP family, fluorescence polarization (AID 1018); E3 ubiquitin-protein ligase XIAP (Homo sapiens); XIAP BIR domain, fluorescence polarization peptide displacement; higher % means a stronger effect; displacement, % at 20 µM, or IC50 in µM where a hit was titrated; 0.007% of 200,000 active; in the data active means displacement above about 50%; further: a part of the inactive calls stands beside numbers as strong as those of hits
# M1AAP inhibition = P. falciparum M1AAP inhibitors, biochemical, fluorogenic H-Leu-NHMec substrate, 1536-well (AID 1445); one-dose inhibition, % at 30 µM; IC50 in µM for titrated hits; recombinant M1AAP, H-Leu-NHMec fluorogenic kinetic assay; higher % means a stronger effect; Aminopeptidase N (Plasmodium falciparum (isolate 3D7)); 0.42% of 220,000 active;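 active means primary inhibition above the hit cutoff, then over 50% inhibition at one or more dose response concentrations, cut at about 23% in these data, passing the limit was not always enough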;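 further: plate controls were DMSO full reaction for no effect and no enzyme background for full effect; strong numbers were not always called active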
# Siah-1 displacement = Siah-1 peptide-binding antagonists, primary screen, biochemical, fluorescence polarization, rhodamine-plectin, uHTS (AID 1817); displacement, % at 20 µM, or IC50 in µM where a hit was titrated; Siah-1 / rhodamine-plectin peptide fluorescence polarization; higher % means a stronger effect; 0.02% of 290,000 active;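 active means displacement of at least 50% at 20 µM, with a fluorescence ratio check between 0.3 and a set limit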;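 further: plate controls were Siah plus tracer with DMSO for no effect and tracer alone without Siah for full effect; strong numbers were not always called active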
# Lipid droplet = inhibitors of hepatocyte lipid droplet formation, primary screen, imaging, high-throughput imaging, BODIPY stain; AML12 mouse hepatocytes, oleate lipid droplets; inhibition, % at 6.5 µM; 0.4% of 240,000 active; AID 1656, 2009;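 active means lipid droplet intensity inhibited by at least 50%, with more than 500 cells counted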
#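 Material – AML12 mouse liver cells · Also added – oleate loading, 100 µM · Compound dosing – 6.5 µM single-point dosing · Times – overnight treatment with compound plus oleate · Measured by – fluorescence imaging, 20x objective, two fields per well · Read-out – percent inhibition of filter-corrected integrated lipid droplet intensity per well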
# M17LAP inhibition = P. falciparum M17LAP inhibitors, primary screen, biochemical, fluorogenic H-Leu-NHMec substrate, 1536-well (AID 1619) | recombinant M17LAP, H-Leu-NHMec fluorogenic kinetic assay; higher % means a stronger effect | inhibition, % at 30 µM, or IC50 in µM where a hit was titrated | 0.38% of 220,000 active;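 active means compound inhibiting the enzyme by more than half at any dose during confirmatory dose-response retesting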;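 further: plate controls were full reaction with DMSO carrier for no effect and no enzyme background for full effect; strong numbers were not always called active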
# TNAP activators = human TNAP enzyme activators, primary screen, biochemical, luminescent, no phosphate acceptor, uHTS (AID 1001); Alkaline phosphatase, tissue-nonspecific isozyme (Homo sapiens); purified TNAP, luminescent activation assay, no phosphate acceptor; higher activation fold means a stronger effect; activation fold at 20 µM; hits with a dose series show EC50 in µM; 0.03% of 200,000 active; in the data active means activation fold from about 3, or a potency from the dose series; inactive means the rest, 99 in 100 with activation fold below about 1.6; further: many of its hits are not listed in these tables
# Lipid droplet cells 6.5 µM = further read-out of Lipid droplet, marked with its call; cell count; measured here: cell count, cytotoxicity flag;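 cells counted across two imaged fields per well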
# Numbers without * were called inactive; x = not tested or not shown; [ ] = another dose, or the depositor's remark. Unless noted, no stated cut-off is given here; in the data, active means inhibition above about 50%; inactive means the rest.
SMILES,human PMI inhibitors,human PMI inhibition,UTI89 phage lysis,XIAP antagonists,M1AAP inhibition,Siah-1 displacement,Lipid droplet,Lipid droplet cells 6.5 µM,M17LAP inhibition,TNAP activators
Cc1ccccc1Oc1nc2ccccn2c(=O)c1/C=C(\C#N)C(=O)Nc1c(C)n(C)n(-c2ccccc2)c1=O,1%,3%,-0.4%,-6.1%,4%,6%,-1,690,14%,1
Oc1ccccc1-c1nnc(-c2ccc(C(F)(F)F)cc2)o1,-13%,-14%,-0.8%,-3.4%,-1%,-2%,x,x,-6%,1.3
O=C(N/N=C/c1cc2c(cc1Cl)OCO2)c1ccncc1,-3%,-1%,2.3%,-0.3%,5%,-3%,1,687,17%,1
CC1(OC(=O)C2CCCC2)C(=O)C=C2C=C(c3ccsc3)N(C(CO)CO)C=C2C1=O (stereo not given),x,x,-0.6%,x,-3%,6%,18,699,6%,x
O=C(Cn1nnc(-c2ccccc2)n1)N/N=C/c1ccco1,4%,2%,1.3%,-6.1%,0%,12%,1,684,1%,1.1
COc1cccc(C2C3=C(CCCC3=O)Nc3nc(-c4cc(OC)c(OC)c(OC)c4)nn32)c1 (stereo not given),10%,13%,0.0%,-3.8%,2%,-4%,x,x,-8%,1.1
CN(C/C=C/c1ccccc1)C1CCCCC1,6%,4%,0.2%,-1.5%,0%,4%,-9,706,0%,1.1
CC(=O)N/C(=C\c1ccccc1)C(=O)NC(C)C(=O)O (stereo not given),2%,4%,0.1%,-3.4%,0%,5%,12,671,-8%,1.2
Cc1cc(C)n(-c2ccc(C(=O)NC(C)C)cc2)n1,9%,11%,4.5%,-3.6%,6%,-3%,x,x,4%,1.1
O=C(COC(=O)/C=C/c1ccco1)Nc1cccc([N+](=O)[O-])c1,12%,18%,-0.5%,-7.9%,4%,36%,5,705,8%,1
CCOC(=O)c1cnc(SCc2nc(N)nc(Nc3ccccc3)n2)nc1N,4%,8%,4.9%,-4.9%,14%,8%,6,777,-10%,1.1
Oc1ccc(F)cc1-c1cc(-c2ccc3c(c2)OCCO3)n[nH]1,9%,12%,0.2%,-2.0%,5%,0%,-1,763,10%,1.3
Cn1c(N)c(C(=O)COC(=O)CCC2CCCCC2)c(=O)n(C)c1=O,3%,7%,-0.9%,-5.9%,9%,2%,2,695,0%,1
CNc1nc2sc3c(c2c(=O)n1C)CC(C)(C)SC3,6%,8%,0.9%,-2.1%,12%,0%,x,x,-418%,1.1
CCCCCNC(=O)c1cccnc1SCC(=O)Nc1ccccc1OC,-4%,4%,2.1%[50 µM],-3.7%,2%,8%,7,588,3%,1.1
O=C(NCC(c1ccco1)N1CCN(c2ccccc2F)CC1)OCc1ccccc1 (stereo not given),18%,18%,4.7%,-3.8%,3%,-8%,-2,660,-12%,1
Cc1nc(C(=O)Nc2ccccc2)sc1C(=O)Nc1ccccc1,x,x,-2.1%,x,3%,22%,-4,687,-7%,x
CCc1c(C)nc2ncnn2c1N1CCC(C(=O)Nc2ccc(C)cc2)CC1,-2%,2%,-1.3%,-5.5%,-1%,3%,-9,714,11%,1.1
CCOc1cc(/C=N/NC(=O)C(=O)Nc2cc(Cl)ccc2C)ccc1O,6%,-7%,0.5%,-9.4%,19%,-3%,-4,673,10%,1.3
Cc1cc(NC(=O)NN2CCOCC2)nn1-c1c(Cl)cc(Cl)cc1Cl,x,x,7.8%,x,-2%,6%,-4,748,2%,x
Cc1c(NC(=O)Nc2c(Cl)cccc2Cl)c(=O)n(-c2ccccc2)n1C,x,x,0.0%,x,6%,0%,7,408,7%,x
CC(C)CNC(=O)COC(=O)c1cc(S(=O)(=O)N(C)C)ccc1N1CCCC1,5%,-3%,-0.7%,-1.5%,5%,-2%,7,646,3%,1
Cc1ccc(S(=O)(=O)c2nc(C(C)(C)C)oc2N2CCOCC2)cc1,-49%,-25%,1.5%,-7.0%,2%,-1%,-10,662,7%,1
CCN(c1ccc(NC(=O)COC(=O)c2cc3ccccc3oc2=O)cc1)C(C)C,19%,10%,0.1%,-1.1%,6%,4%,0,726,15%,1.1
OC(CN=c1sc2ccccc2n1CC(O)COc1ccccc1)COc1ccccc1 (stereo not given),3%,0%,-0.2%,0.0%,-1%,1%,-47,681,12%,1

# (next part)
SMILES,human PMI inhibitors,human PMI inhibition,UTI89 phage lysis,XIAP antagonists,M1AAP inhibition,Siah-1 displacement,Lipid droplet,Lipid droplet cells 6.5 µM,M17LAP inhibition,TNAP activators
Cc1ccc2c(C)c(C(=O)Nc3cccnc3)oc2c1,-4%,1%,2.4%,-4.5%,6%,3%,20,790,-6%,1
CN(c1ccccc1)S(=O)(=O)c1cccc(NC(=O)Cn2cnc3ccccc3c2=O)c1,14%,22%,0.0%,-4.0%,12%,-4%,4,803,0%,1.1
CC1CN(C(=O)C(C)Sc2nnnn2C)CC(C)O1 (stereo not given),-4%,-5%,0.3%,-6.2%,-2%,4%,41,694,14%,1
O=C(COC(=O)c1ccccn1)NC1CCCCC1,5%,3%,0.6%,-1.3%,-7%,-3%,x,x,8%,1.1
CCCCSc1nc2c(c(=O)[nH]c(=O)n2C)n1CCc1ccccc1,9%,8%,1.4%,-8.3%,x,3%,-4,654,x,1.2
Cc1noc(C)c1C(=O)OCC(=O)Nc1c(F)cccc1F,-14%,-17%,1.2%,-6.5%,-1%,0%,-2,697,-3%,1.2
O=C(c1ccccc1Nc1ccc(SC(F)F)cc1)N1CCCCC1,-4%,-8%,-0.7%,-3.8%,3%,0%,x,x,-10%,1
COc1cccc(-n2nnc3c(=O)n(C/C=C/c4ccccc4)cnc32)c1,1%,2%,-1.4%,-6.9%,-1%,-1%,0,615,7%,1
O=C(c1ccco1)N1N=C(C2CCCCC2)CC1(O)C(F)(F)F (stereo not given),x,x,-0.4%,-2.4%,1%,14%,3,749,-18%,1.1
CCOC(=O)C1CCN(C(=O)c2ccc(Br)o2)CC1,11%,13%,0.1%,-1.9%,-2%,-5%,-1,634,-7%,1.1
N=c1oc2ccc3ccccc3c2cc1C(N)=S,38%,3%,0.1%,-18%,x,-2%,-2,744,x,0.8
COc1cccc(NC(=O)CSc2nnc(COc3ccc4c(c3)CCCC4)o2)c1,8%,-5%,1.0%,-9.2%,6%,4%,x,x,9%,1.1
CC(C)c1ccc(C(=O)N2CCCN(C(=O)c3ccc(C(C)C)cc3)CC2)cc1,-5%,-4%,1.2%,-8.2%,-1%,-2%,3,621,11%,1.2
CCn1c(=O)cc(OCC(=O)N2CCN(C(=O)c3ccco3)CC2)c2ccccc21,18%,16%,0.3%,-3.3%,-8%,2%,-12,719,6%,1.1
Nn1c(=O)[nH]c2c([nH]c3ccccc32)c1=O,12%,8%,0.2%,-8.7%,6%,6%,2,708,-8%,1.1
COc1ccc(/C(N)=N/OC(=O)c2cccs2)cc1OC,x,x,0.3%,-2.3%,12%,8%,3,696,16%,1.1
O=C(CSc1nnc2ccccn12)Nc1ccccc1C(=O)NC1CC1,-17%,-14%,0.5%,-4.4%,-1%,-3%,x,x,2%,1
O=C(NNc1c(Cl)cccc1Cl)C1CCC1,x,x,1.1%,x,3%,-1%,16,757,3%,x

# Of the compounds above, 3 have a thiophene ring, fused or not:
SMILES,human PMI inhibitors,human PMI inhibition,UTI89 phage lysis,XIAP antagonists,M1AAP inhibition,Siah-1 displacement,Lipid droplet,Lipid droplet cells 6.5 µM,M17LAP inhibition,TNAP activators
CC1(OC(=O)C2CCCC2)C(=O)C=C2C=C(c3ccsc3)N(C(CO)CO)C=C2C1=O (stereo not given),x,x,-0.6%,x,-3%,6%,18,699,6%,x
CNc1nc2sc3c(c2c(=O)n1C)CC(C)(C)SC3,6%,8%,0.9%,-2.1%,12%,0%,x,x,-418%,1.1
COc1ccc(/C(N)=N/OC(=O)c2cccs2)cc1OC,x,x,0.3%,-2.3%,12%,8%,3,696,16%,1.1

# Limited to Lipid droplet cells 6.5 µM, for 5 of the compounds above:
mol | Lipid droplet cells 6.5 µM
CCn1c(=O)cc(OCC(=O)N2CCN(C(=O)c3ccco3)CC2)c2ccccc21 | 719
CC(C)c1ccc(C(=O)N2CCCN(C(=O)c3ccc(C(C)C)cc3)CC2)cc1 | 621
Nn1c(=O)[nH]c2c([nH]c3ccccc32)c1=O | 708
O=C(NNc1c(Cl)cccc1Cl)C1CCC1 | 757
CCOC(=O)C1CCN(C(=O)c2ccc(Br)o2)CC1 | 634

# An excerpt from above in order of count of non-hydrogen atoms, highest first.
SMILES,human PMI inhibitors,human PMI inhibition,UTI89 phage lysis,XIAP antagonists,M1AAP inhibition,Siah-1 displacement,Lipid droplet,Lipid droplet cells 6.5 µM,M17LAP inhibition,TNAP activators
CN(c1ccccc1)S(=O)(=O)c1cccc(NC(=O)Cn2cnc3ccccc3c2=O)c1,14%,22%,0.0%,-4.0%,12%,-4%,4,803,0%,1.1
COc1cccc(NC(=O)CSc2nnc(COc3ccc4c(c3)CCCC4)o2)c1,8%,-5%,1.0%,-9.2%,6%,4%,x,x,9%,1.1
O=C(c1ccccc1Nc1ccc(SC(F)F)cc1)N1CCCCC1,-4%,-8%,-0.7%,-3.8%,3%,0%,x,x,-10%,1
N=c1oc2ccc3ccccc3c2cc1C(N)=S,38%,3%,0.1%,-18%,x,-2%,-2,744,x,0.8

# Assay outcomes (PubChem BioAssay)
